KLK7 zymogen act = proKLK7 (human) activation, primary screen; purified proKLK7, EDANS-DABCYL substrate fluorescence; 100% is mature enzyme control, 0% vehicle; activation, % at 7 µM; 370,000 compounds, 0.9% hits; AID 652039;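 active = activation above the mean of all tested compounds plus 3 SD, computed per campaign excluding outliers beyond control limits, cut at about 13% in these data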
Target sequence (P49862 whole entry, looked up): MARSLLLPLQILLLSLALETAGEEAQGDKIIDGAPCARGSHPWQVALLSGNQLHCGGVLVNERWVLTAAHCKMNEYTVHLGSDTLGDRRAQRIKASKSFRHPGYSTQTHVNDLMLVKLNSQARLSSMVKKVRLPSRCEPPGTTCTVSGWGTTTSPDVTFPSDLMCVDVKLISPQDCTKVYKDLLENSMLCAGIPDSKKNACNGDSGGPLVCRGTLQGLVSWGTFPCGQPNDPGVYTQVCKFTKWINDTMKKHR
MBD2 inh = blocks human MBD2 binding to methylated DNA; Q9UBB5; TR-FRET, MBD2 binding to methylated oligonucleotide; inhibition, % at 4.4 µM; 370,000 compounds, 0.31% hits; AID 686964; in the data active = inhibition above about 13%
LEDGF integ inh = blocks HIV-1 LEDGF/p75-dependent DNA integration. TR-FRET IN-LEDGF/p75 DNA integration, Eu/Cy5. inhibition, % at 3.7 µM. AID 743269. 370,000 compounds, 0.64% hits;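 active = inhibition above the screen-wide mean plus 3 SD, cut at about 13% in these data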;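 also: signal is the Cy5 over europium emission ratio at 671 and 618 nm; 0% = plate median of compound wells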
TCR CD3 inh = inhibitors of human TCR-CD3 interaction. TAMRA-labeled TCR probe fluorescence, biochemical. inhibition, % at 9.4 µM. 360,000 compounds, 0.37% hits. AID 651800; in the data active = inhibition above about 19%;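 also: recombinant mutant TCR 2C K166C tagged with TAMRA read by polarization; 0% = receptor in buffer alone and 100% = receptor with positive control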
DDE Tn6 FP inh = disrupts Tn6 cyclic peptide binding to fibrin D-Dimer-E complex; Fibrin DD(E) TRITC-Tn6 fluorescence polarization displacement; inhibition, % at 8.3 µM; 370,000 compounds, 0.21% hits; P02675;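 active = inhibition above a per-campaign cutoff: mean of compounds within control limits plus 3 SD, cut at about 15% in these data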;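 also: 0% = median of all compound wells on the plate and 100% = blocking peptide control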
Target sequence (P02675 whole entry, looked up): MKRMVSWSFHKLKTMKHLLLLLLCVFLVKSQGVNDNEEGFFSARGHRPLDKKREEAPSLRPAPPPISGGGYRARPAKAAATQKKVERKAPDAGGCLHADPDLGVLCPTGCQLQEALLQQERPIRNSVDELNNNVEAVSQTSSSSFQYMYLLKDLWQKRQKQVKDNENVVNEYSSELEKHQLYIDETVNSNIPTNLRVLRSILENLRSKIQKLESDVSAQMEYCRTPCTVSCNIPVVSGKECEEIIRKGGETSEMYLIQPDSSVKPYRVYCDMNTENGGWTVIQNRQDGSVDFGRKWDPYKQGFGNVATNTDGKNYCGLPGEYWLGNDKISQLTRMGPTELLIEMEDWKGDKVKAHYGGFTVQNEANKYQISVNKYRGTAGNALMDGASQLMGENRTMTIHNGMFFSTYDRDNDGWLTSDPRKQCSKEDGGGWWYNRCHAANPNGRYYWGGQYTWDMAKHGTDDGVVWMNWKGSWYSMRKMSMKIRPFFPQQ
Tn7 DDE FP = DD(E)-Tn7 binding inhibition, primary FP screen. inhibition, % at 8.3 µM. P02675. FP displacement of FITC-Tn7 peptide from fibrin DD(E); 0% = median of compound wells per plate. 370,000 compounds, 0.13% hits;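 active = inhibition above the mean of compounds falling within the control limits plus 3 SD of them, cut at about 14% in these data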;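 also: 0% = plate median of compound wells and 100% = 10 µM Aha-Tn7 peptide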
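Assay system: human fibrin DD(E) protein / Input: 2 µM fibrin DD(E) / Benchmarks: high control of 10 µM Aha-Tn7 peptide / Measured by: fluorescence polarization of the labelled Tn7 tracer / Medium: Tris buffer with calcium and detergent, pH 7.8 / Timing: 10 min compound pre-incubation, 3 h probe incubation at room temperature / Repeats: one replicate per compound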
SIAE primary = human SIAE inhibition, primary screen | Q9HAT2 | SIAE FP-Rh probe binding, fluorescence polarization | inhibition, % at 9.66 µM | 370,000 compounds, 0.69% hits;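 active = inhibition above a cutoff: mean of compounds within the control limits plus 3 SD of those, cut at about 17% in these data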;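 also: 0% = plate median of compound wells and 100% = probe without SIAE protein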
TDP2 inh = blocks human TDP2 phosphodiesterase activity | inhibition, % at 12.8 µM | AID 720702 | recombinant TDP2, T5PNP hydrolysis, p-nitrophenol absorbance 415 nm | 370,000 compounds, 0.34% hits | O95551;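 active = inhibition above the mean of all tested compounds plus 3 SD, set per campaign, cut at about 25% in these data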;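 also: 0% = DMSO with enzyme and 100% = buffer with substrate but no TDP2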
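Test system: human TDP2 enzyme; Input: 120 nM TDP2 per well; Buffer or medium: Mg2+-containing Tris-HCl buffer, pH 7.5; Reagent: 5 mM T5PNP; Dosing: 12.8 µM single point, 1% DMSO; Incubation: reaction 2 h, 37 °C; Detection: p-Nitrophenol epi absorbance; Read-out: % inhibition relative to enzyme-containing and enzyme-free wells; Replicates: single well per compound.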
PRMT1 inh = inhibitors of human PRMT1 | Q99873 | recombinant PRMT1, activity-based probe fluorescence polarization | inhibition, % at 2.79 µM | 370,000 compounds, 1.3% hits;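 active = inhibition above about 21% made by adding two undisclosed values, limit read from the data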
Target sequence (Q99873 whole entry, looked up): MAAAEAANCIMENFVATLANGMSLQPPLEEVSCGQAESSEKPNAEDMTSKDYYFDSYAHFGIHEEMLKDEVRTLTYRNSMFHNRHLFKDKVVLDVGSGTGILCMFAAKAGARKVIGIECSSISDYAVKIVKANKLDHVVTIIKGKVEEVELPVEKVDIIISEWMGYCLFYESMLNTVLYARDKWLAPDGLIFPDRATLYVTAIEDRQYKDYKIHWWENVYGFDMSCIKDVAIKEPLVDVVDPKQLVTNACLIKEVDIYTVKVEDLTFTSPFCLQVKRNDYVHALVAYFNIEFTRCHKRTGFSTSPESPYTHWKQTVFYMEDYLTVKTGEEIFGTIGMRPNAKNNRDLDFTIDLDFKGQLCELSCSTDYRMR
UHRF1 MBD2 ctr = blocks human UHRF1 binding to methylated DNA. Q96T88. UHRF1 binding to methylated oligo, TR-FRET. inhibition, % at 4.4 µM. 370,000 compounds, 0.75% hits. AID 687016; in the data active = inhibition above about 21%;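 also: UHRF1 SRA domain binding a hemimethylated CpG hairpin DNA probe; 0% = median of test compound wells and 100% = reference inhibitor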
The depositor's hits bear a star; nt = no result given.

SMILES	KLK7 zymogen act	MBD2 inh	LEDGF integ inh	TCR CD3 inh	DDE Tn6 FP inh	Tn7 DDE FP	SIAE primary	TDP2 inh	PRMT1 inh	UHRF1 MBD2 ctr
Cc1ccsc1C(=O)OCc1cc(=O)n2ccsc2n1	-0.2	1	-1	4	-9	1	-12	-7	0	0
CC(C)c1cc(C(=O)O)n(-c2ccccc2)n1	-0.3	-4	2	7	6	-8	6	-2	-3	-3
O=C(COc1ccc(C(=O)O)cc1)Nc1cccc(C(F)(F)F)c1	0.0	-5	-2	2	-4	12	10	-2	-2	-1
CCCCCN(C(=O)NC(=O)Nc1ccccc1OC)S(C)(=O)=O	0.1	3	-3	-3	-5	-6	-3	10	5	-2
COC(=O)Nc1ccc(S(=O)(=O)N2CCCC(C(=O)Nc3cccnc3)C2)cc1 (centres undefined)	-0.4	1	-3	6	-5	11	4	0	0	-2
O=C(/C=C/c1ccc2c(c1)OCO2)N1CCCCC1	0.3	0	1	-7	2	-3	7	0	-8	-1
COC(=O)COc1ccc(-c2ccccc2)cc1C=O	14*	-1	5	7	6	-6	-2	-1	2	-1
CC(C)Oc1ccc(/C(O)=C2/C(=O)C(=O)N(CCN(C)C)C2c2cccs2)cc1 (centres undefined)	-0.3	0	-2	7	-5	1	-3	5	0	0
Cc1nn(CC(=O)NCc2ccc(-n3cccn3)cc2)c(C)c1[N+](=O)[O-]	0.0	5	-2	3	-1	-3	1	9	0	4
Cc1nc2ncnn2c(C)c1CCC(=O)NC(C)CCc1ccco1 (centres undefined)	0.4	-6	3	7	5	7	-2	15	-1	-2
CC1CN(C(=O)CSc2nnc(-c3cccs3)n2N)CC(C)O1 (centres undefined)	-0.6	-3	0	-6	5	8	10	8	1	-1
O=C(Cc1ccccc1F)N1CCC(n2nnc3ncccc32)CC1	-0.3	3	-3	nt	5	11	9	8	0	2
CCNC(=O)c1sc(=S)n(-c2ccc(C)cc2)c1N	-0.4	-1	-3	4	2	3	8	12	2	-1
CCC(NC(=O)NC1=NCCS1)(C(F)(F)F)C(F)(F)F	0.3	-1	-3	11	4	-2	1	0	0	-2
CCN(CC)C(=O)[C@H]1CC(CC(=O)NCc2ccco2)C(=O)N2CCc3c([nH]c4ccccc34)[C@]12C (some centres undefined)	0.6	-2	0	-1	8	11	6	12	-3	-3
O=S(=O)(c1ccc2[nH]ccc2c1)N1CCCCCC1	-0.5	1	2	1	-12	-2	1	22	-1	0
CCN1CCN(C(=O)CN(C)S(=O)(=O)c2cc(C)ccc2OC)CC1	0.3	2	0	1	-3	0	-1	7	-2	-2
COc1ccc(CNCC(O)(c2ccc(Cl)cc2)c2ccc(Cl)cc2)cc1	-0.4	-4	1	-2	-15	-3	-11	-5	2	0
Cc1cc(C(=O)Nc2cccc(S(=O)(=O)N3CCOCC3)c2)c2ccccc2n1	-0.3	-5	1	1	-11	-7	1	0	-2	0
CC(C)C[C@@H]1CN(CCCC[C@H]2CNC(=O)C(=O)N2CCC2CCCCC2)C(=O)C(=O)N1CCc1ccc(O)cc1	0.9	-1	7	-2	-1	-2	5	-3	-3	2
CC1CC(NC(=O)c2c(O)nc3sccn3c2=O)CC(C)(C)C1 (centres undefined)	-0.5	-4	-2	4	-2	-1	1	-3	-3	0
COc1ccc(-c2cnc3c(NC(C)=O)cc(-c4ccc(C(=O)NC5CC5)cc4)cn23)cc1OC	-1.2	-1	2	-20	-4	-2	-1	9	1	-4
COc1ccccc1N1CC(O)=C(c2nc3ccccc3s2)C1=N	0.0	3	2	1	-5	0	0	1	0	-6
O=C(Nc1cccc2ncccc12)c1ccco1	0.0	4	1	-3	-2	2	15	-8	7	-2
CC(Cl)C(=O)N1c2ccccc2CCc2ccccc21 (centres undefined)	0.3	-2	-2	-11	-7	-4	-4	14	-1	-2
Carrying on:
SMILES	KLK7 zymogen act	MBD2 inh	LEDGF integ inh	TCR CD3 inh	DDE Tn6 FP inh	Tn7 DDE FP	SIAE primary	TDP2 inh	PRMT1 inh	UHRF1 MBD2 ctr
COCCN(C(=O)Nc1ccccc1)c1ccccc1C	-0.4	1	1	3	7	-1	3	8	-1	0
CN(C)c1ccc(CNCc2cccnc2)cc1	-0.6	-1	-4	5	1	1	-1	-1	-4	-2
CCOC(=O)C(=NCCCN(C)C)NNc1ccc(Br)cc1	0.4	2	2	-2	6	2	2	-6	3	1
COC(=O)[C@H](C)NC(=O)NCCC1=CCCCC1	-0.2	3	-1	9	-2	-10	-3	2	5	2
CC(C)CN(C(=O)CN1C(=O)NC2(CCc3ccccc32)C1=O)C1CCS(=O)(=O)C1 (centres undefined)	-0.7	-1	-1	-2	-6	-2	6	-8	4	3
Nc1ncnc2c1ncn2[C@@H]1O[C@H](C(=O)N[C@@H](CCc2ccccc2)C(=O)O)[C@@H](O)[C@H]1O	1.0	-3	5	-5	-5	-5	-5	-6	-7	0
O=C(CSc1nnc(CNC(=O)c2c(F)cccc2Cl)o1)NCc1ccc(F)cc1	-0.3	0	1	-4	-3	-2	6	3	3	1
COc1ccccc1N1CCN(S(=O)(=O)CCNC(=O)CCc2ccccc2)CC1	-0.6	5	6	4	-8	-2	-16	-13	-5	1
CC(C)CN1C(=O)N(c2ccc(Cl)cc2)C(C)(O)CC1(C)C (centres undefined)	-0.1	2	0	-4	4	8	-2	-28	1	4
CCS(=O)(=O)N1CCC(C(=O)NCCN2CCOCC2)CC1	0.9	-5	-1	0	5	-7	6	-8	-2	1
CC1(C)Cc2c(cnn2-c2ccccc2)C(NC(=O)CCN2CCCC2=O)C1 (centres undefined)	-0.3	0	3	7	6	-6	-8	8	0	-1
C/C(=N\NC(=S)Nc1c(C)cccc1C)c1ccc(OC(F)F)cc1	0.5	-4	-1	0	-5	1	10	11	4	3
COc1ccc(OC)c(C2C3=C(COC3=O)Nc3cc4c(cc32)OCO4)c1 (centres undefined)	-12	2	6	-3	0	0	9	-4	2	-3
CC(=O)c1cccc(N(C(=O)c2ccccn2)C(C(=O)NC2CCCCC2)c2cccs2)c1 (centres undefined)	0.3	-2	1	4	-4	0	1	-4	-3	0
Cc1cnc(C(=O)OCC(=O)N2CC(C)CC(C)C2)cn1 (centres undefined)	0.2	-3	1	-3	5	8	7	4	-4	-2
Cc1ccc(-n2c(=O)c3c4c(sc3n(Cc3cc(=O)n5ccccc5n3)c2=O)CCC4)cc1C	-0.5	0	-1	-1	4	0	1	10	0	1
Cc1c(C)c2ccc(OCC(=O)NC3CCN(Cc4ccccc4)CC3)cc2oc1=O	2.8	-2	5	0	-3	0	-5	-10	-2	-3
CCOC(=O)c1[nH]cnc1C(=O)NC(C)C	0.7	0	1	-2	1	-7	-4	5	2	1
CCCN(C(=O)c1ccc(N2CCCC2=O)cc1)c1c(N)n(Cc2ccccc2)c(=O)[nH]c1=O	0.2	2	-4	-7	-5	5	2	-6	4	0
COc1ccc(C2CC(c3ccccc3)n3nc(NC(=O)c4cccs4)nc3N2)cc1 (centres undefined)	-5.4	-1	-2	2	-5	-6	-3	-9	-2	0
CCN(CC)C(=O)CN1C(=O)/C(=C/c2ccccc2)SC1=S	0.2	1	3	-5	2	-4	14	11	2	-2
CCCOc1nc2c(c(=O)n(C)c(=O)n2C)n1CCC	0.6	-2	-1	9	-3	0	4	6	0	-1
COc1cccc(CNC(=O)CN2C(=O)NC(Cc3ccccc3)(c3ccccc3)C2=O)c1 (centres undefined)	0.4	5	1	-4	3	2	0	4	-3	0
COc1ccc(CCNc2oc(COc3ccccc3F)nc2C#N)cc1	-0.1	-1	-2	-3	0	-1	5	4	-2	-2
CC[C@]12c3[nH]c4cc(CCC(=O)N(C)C)ccc4c3CCN1C(=O)[C@@H](CC(=O)NCCCOC)C[C@@H]2C(=O)N1CCN(C(=O)C2CC2)CC1	-0.3	0	2	3	1	-2	-1	-8	-3	0

Single records, as listed above. Order of screens: KLK7 zymogen act, MBD2 inh, LEDGF integ inh, TCR CD3 inh, DDE Tn6 FP inh, Tn7 DDE FP, SIAE primary, TDP2 inh, PRMT1 inh, UHRF1 MBD2 ctr
Entry for `CCCOc1nc2c(c(=O)n(C)c(=O)n2C)n1CCC` = 0.6, -2, -1, 9, -3, 0, 4, 6, 0, -1
Entry for `COc1ccc(CCNc2oc(COc3ccccc3F)nc2C#N)cc1` = -0.1, -1, -2, -3, 0, -1, 5, 4, -2, -2
Entry for `Cc1c(C)c2ccc(OCC(=O)NC3CCN(Cc4ccccc4)CC3)cc2oc1=O` = 2.8, -2, 5, 0, -3, 0, -5, -10, -2, -3
Entry for `CCCN(C(=O)c1ccc(N2CCCC2=O)cc1)c1c(N)n(Cc2ccccc2)c(=O)[nH]c1=O` = 0.2, 2, -4, -7, -5, 5, 2, -6, 4, 0

Further entries:
SMILES	KLK7 zymogen act	MBD2 inh	LEDGF integ inh	TCR CD3 inh	DDE Tn6 FP inh	Tn7 DDE FP	SIAE primary	TDP2 inh	PRMT1 inh	UHRF1 MBD2 ctr
COc1ccc(C(=O)OCC(=O)c2c(N)n(C)c(=O)n(C)c2=O)cc1OC	0.1	-8	-7	13	1	-4	-1	-11	3	-2
CCOc1ccc(S(=O)(=O)Nc2ccc(C(=O)NCC(c3ccco3)N3CCCCC3)cc2)cc1 (centres undefined)	0.9	2	-7	-5	9	4	-4	-8	4	0
CCN(CC)CCOc1ccc(C=NNc2nc3c([nH]2)c(=O)n(C)c(=O)n3C)cc1	-8.5	3	-1	-2	-7	-3	-4	-3	4	6
CCC(C)NC(=O)C1c2ccccc2C(=O)N1Cc1ccccc1 (centres undefined)	-0.4	-8	0	5	5	-1	-3	2	-3	0
Cc1cccc(C)c1OCC(=O)N(Cc1ccc(N(C)C)cc1)C1CCS(=O)(=O)C1 (centres undefined)	0.5	-1	-3	-7	2	-8	11	-2	2	-2
COc1ccc(NC(=O)N(C)C[C@H]2Oc3ccc(NC(=O)C4CCCCC4)cc3C(=O)N([C@H](C)CO)C[C@@H]2C)cc1	0.4	-4	-1	3	-1	6	-2	-1	-4	-1
Cc1nn(-c2cc(N3CCOCC3)ccc2[N+](=O)[O-])c(=O)c2ccccc12	-0.1	1	-1	-5	0	-8	-2	-8	-3	-1
COc1ccc(C(=O)NCc2cccnc2)cc1Br	0.2	5	0	-8	1	-2	-3	-7	-3	-3
Cc1cc(NC(=O)C2CC(c3ccc(F)cc3)=NO2)no1 (centres undefined)	-0.8	-7	2	-7	0	4	1	-17	-2	4
CCc1ccc(NC(=O)CCc2c(C)nn(-c3ccc(N4CCCCC4)nn3)c2C)cc1	-0.2	-1	0	4	-3	7	2	-15	-2	-1
Cn1c(NC(=O)C[n+]2cc(-c3ccc(F)cc3)n3c2CCC3)cc(=O)n(C)c1=O	0.4	-3	2	-6	4	-6	4	-5	-1	4
COc1ccc(CNS(=O)(=O)c2ccc(-c3cnc(C4CC4)o3)cc2)cc1	0.4	5	1	-6	-4	0	-7	10	-2	0
O=C(c1nc2ccccn2c1CNCCCn1cccn1)N1CCCC1	0.2	7	2	3	4	-2	-1	28*	4	24*

High-throughput results: PubChem, The Scripps Research Institute Molecular Screening Center
